Assay outcomes (PubChem)
B2AR arrestin: qHTS assay of beta-arrestin-biased ligands of beta2-adrenergic receptor; beta-arrestin recruitment to beta2AR, cell-based reporter; 330,000 tested, 0.02% active; Beta-2 adrenergic receptor (Homo sapiens), P07550; Potency, µM (doses to about 46.1 µM), without a hit: at the top dose activation, hits mostly activators;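 note: potency is the fitted concentration of half-maximal effect; 0% = DMSO controls and full agonism = EC100 isoproterenol or metaproterenol; nearly all actives have a fitted effect of over 65% in size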
Target sequence (P07550 whole entry, looked up): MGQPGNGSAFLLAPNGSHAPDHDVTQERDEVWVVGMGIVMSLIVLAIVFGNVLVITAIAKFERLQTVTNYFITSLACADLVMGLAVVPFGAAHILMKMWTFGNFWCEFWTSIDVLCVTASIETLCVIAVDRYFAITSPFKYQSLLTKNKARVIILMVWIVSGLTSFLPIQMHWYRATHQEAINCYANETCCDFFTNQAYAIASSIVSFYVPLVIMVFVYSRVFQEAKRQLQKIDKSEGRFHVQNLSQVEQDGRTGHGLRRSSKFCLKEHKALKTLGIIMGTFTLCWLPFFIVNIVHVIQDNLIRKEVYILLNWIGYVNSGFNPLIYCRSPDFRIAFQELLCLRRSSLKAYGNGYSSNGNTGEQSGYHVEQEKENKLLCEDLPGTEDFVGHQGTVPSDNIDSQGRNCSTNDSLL
TCR act: Activators of T cell receptors: qHTS campaign. Potency, µM (titrated, usually from 9.22 µM), inactives show top-dose activation of IL-2 secretion, most hits filed as activators. AID 504894, 2011. 330,000 tested, under 10 active. primary human leukocytes, anti-CD3, IL-2 HTRF, 48 h; note: % of control where 0% means no effect
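Primary human leukocytes incubated 48 hr with anti-CD3 beads plus compound, without co-stimulation. Secreted IL-2 measured by HTRF (europium cryptate/d2 anti-IL-2 pair, 320 nm excitation, 665 nm emission).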
BCR signal inh: qHTS Assay to Find Inhibitors of Chronic Active B-Cell Receptor Signaling. 340,000 tested, 0.05% active. ABC-DLBCL IkBa-CBG/CBR reporter, luminescence ratio, 4 h. Potency, µM (series often up to 46.1 µM), for inactives: at the highest dose ratio change, negative = lower green/red ratio, actives largely listed as inhibitors. AID 493014, 2011; active = well fitted inhibition curve with a large enough effect in the signal ratio, with a control signal flat, not every such curve was filed as active; inconclusive = small, poorly fitted or top-dose-only effect, or effect the other way, or a change in a side signal; the % refers to the signal ratio;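 note: potency is the fitted concentration of half-maximal effect; plate controls were basal doxycycline-induced cells for no effect and cells given 10 µM MG132 for full effect; MG132 reads +100%, hits lower the ratio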
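TMD8 human ABC-DLBCL cells with doxycycline-inducible IκBα–green luciferase fusion and unfused red luciferase, in 0.5% FBS medium; compounds up to 46 uM, 4 h at 37C. Green/red luminescence ratio, filter-overlap corrected, fitted to concentration-response curves.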
ELG1 repair inh: qHTS screen for small molecules that inhibit ELG1-dependent DNA repair in human embryonic kidney (HEK293T) cells expressing luciferase-tagged ELG1; Potency, µM (top dose mostly 46.1 µM), for the others: top-dose activity change, negative = inhibition, actives largely listed as inhibitors; HEK293T ELG1-luciferase reporter, luminescence, 16 h; DNA damage induced by 5-fluorouridine; 330,000 tested, 2.3% active; note: potency is the fitted concentration of half-maximal effect; % is set by controls: 0 for no effect and ±100 for the full control effect; nearly all actives have a fitted effect of over 55% in size
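Step one: seed 2,000 cells per well. Step two: pin-transfer compound or DMSO alongside 5-fluorouridine. Step three: incubate 16 hr, 37 °C, 5% CO2. Step four: add ONE-Glo, wait 30 min, read luminescence.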
uPA surface inh: qHTS for Inhibitors of Cell Surface uPA Generation | cell surface uPA generation assay, qHTS | Potency, µM (doses to about 38.3 µM), for inactives: top-dose activity change, negative = inhibition, actives largely listed as inhibitors | 330,000 tested, 0.31% active; active = well fitted inhibition curve with a large enough effect; inconclusive = small, poorly fitted or top-dose-only effect; inactive = no such curve, though single readings can be large or run the other way; tested in mouse RAW 264.7 cells; note: potency is the fitted concentration of half-maximal effect; % is set by controls: 0 for no effect and ±100 for the full control effect; nearly all actives have a fitted effect of over 55% in size
TSHR antag: Antagonists of the Thyroid Stimulating Hormone Receptor: HTS campaign; Thyrotropin receptor (Homo sapiens), P16473; TSHR-expressing cells, TSH-stimulated cAMP HTRF, 2 h; hits give low values; activity change, negative = inhibition, % at 11.5 µM; 330,000 tested, 0.2% active; AID 504810, 2011;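 active = activity change below a set negative limit, meaning inhibition stronger than a set level, cut at about -70% in these data; inconclusive = activity change between two set negative limits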; note: % is set by controls: 0 for no effect and ±100 for the full control effect
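Read-out is FRET at 665 nm (cryptate excitation 337 nm) from a cryptate-tagged anti-cAMP antibody, competed by cell cAMP against cAMP-d2. Compounds are tested on freshly harvested TSHR cells challenged with 4nM TSH (EC80) for 2 hours at 37 deg C.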
Mito fusion act: qHTS Assay for Small Molecule Inhibitors of Mitochondrial Division or Activators of Mitochondrial Fusion. Potency, µM (doses to about 46.1 µM), for the others: at the highest dose growth rescue (activation), most hits filed as activators. 320,000 tested, 0.23% active. S. cerevisiae fusion-defective mutant growth rescue, CellTiterGlo 48 h;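 note: potency is the fitted concentration of half-maximal effect; % of control where 0% means no effect; nearly all actives have a fitted effect of over 45% in size; temperature-sensitive fusion mutants such as fzo1-1 at 37 °C on non-fermentable ethanol glycerol medium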
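Yeast fusion mutant, YPEG (non-fermentable carbon), compound, 48 h at 37C non-permissive; CellTiterGlo added, 10 min RT, luminescence read. Rescued growth = division inhibition.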
Eya2 inh: qHTS Assay for Inhibitors of the Phosphatase Activity of Eya2; recombinant Eya2, OMFP fluorescence dephosphorylation (OMFP is methylfluorescein phosphate); AID 488837, 2010; Potency, µM (doses to about 76.9 µM), inactives show at the top dose activity, negative = inhibition, hits mostly inhibitors; Protein phosphatase EYA2 (Homo sapiens), O00167; 330,000 tested, 0.006% active; note: potency is the fitted concentration of half-maximal effect; % is set by controls: 0 for no effect and ±100 for the full control effect
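Eya2 (0.2 uM) preincubated 10 min at ambient with compound, then OMFP substrate added at 50 uM; 10 min reaction in 50 mM HEPES pH 7.5, 50 mM NaCl, 5 uM MgCl2, 0.05% BSA, 1 mM DTT. Fluorescence read at Ex 485/Em 525 nm.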
Tb PFK inh: qHTS Assay to Find Inhibitors of T. brucei phosphofructokinase. ATP-dependent 6-phosphofructokinase (Trypanosoma brucei brucei), O15648. T. brucei PFK, ADP-Glo luminescence. Potency, µM (doses to about 57.5 µM), inactives show at the top dose activity, negative = inhibition, usual class: inhibitors. 330,000 tested, 0.17% active. AID 485367, 2010;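 note: potency is the fitted concentration of half-maximal effect; 0% = uninhibited 1x PFK enzyme wells and -100% = no-enzyme wells; nearly all actives have a fitted effect of over 60% in size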
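PFK 1.25 nM, F6P 0.5 mM, ATP 0.1 mM, 0.1 M TEA pH 8.0, 5 mM MgCl2, 0.01% Tween20, 0.1% BSA; 45 min RT. ADP-Glo readout. qHTS titration up to 57 uM; curves fitted, compounds curve-classed.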
USP2a inh: qHTS Assay for Inhibitors of Ubiquitin-specific Protease USP2a Using CHOP2 as the Reporter | 330,000 tested, 0.01% active | USP2 core, Ub-CHOP2 coupled fluorogenic reporter, 485/531 | Potency, µM (top dose mostly 38.3 µM), inactives show at the highest dose activity change, negative = inhibition, usual class: inhibitors | Ubiquitin carboxyl-terminal hydrolase 2 (Homo sapiens), O75604 | AID 463254, 2010;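 note: potency is the fitted concentration of half-maximal effect; plate controls were DMSO wells for no effect and full inhibition by NEM control for full effect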
Target sequence (O75604 whole entry, looked up): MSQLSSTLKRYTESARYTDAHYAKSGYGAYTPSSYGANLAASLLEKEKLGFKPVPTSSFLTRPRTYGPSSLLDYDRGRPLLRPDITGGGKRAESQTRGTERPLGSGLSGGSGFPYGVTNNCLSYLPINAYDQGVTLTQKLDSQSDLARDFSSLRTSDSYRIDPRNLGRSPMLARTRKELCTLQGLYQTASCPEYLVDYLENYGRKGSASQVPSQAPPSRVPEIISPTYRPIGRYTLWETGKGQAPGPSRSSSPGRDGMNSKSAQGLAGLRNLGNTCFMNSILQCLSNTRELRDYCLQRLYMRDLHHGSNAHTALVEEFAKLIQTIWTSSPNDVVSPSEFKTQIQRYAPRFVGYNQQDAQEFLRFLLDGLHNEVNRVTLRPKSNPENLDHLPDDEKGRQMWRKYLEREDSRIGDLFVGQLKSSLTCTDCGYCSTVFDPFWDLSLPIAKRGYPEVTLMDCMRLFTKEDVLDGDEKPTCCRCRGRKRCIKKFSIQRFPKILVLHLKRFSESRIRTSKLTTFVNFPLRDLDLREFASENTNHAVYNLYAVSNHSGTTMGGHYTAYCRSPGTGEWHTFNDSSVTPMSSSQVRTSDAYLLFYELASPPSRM
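Deubiquitinase activity read as fluorescence (485/531 nm) after Ub-CHOP2 cleavage activates the enterokinase reporter on its substrate; USP2 core 10nM, Ub-CHOP2 and substrate 25nM each, 30min compound preincubation then 60min RT; data normalized to NEM, curves fitted.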
PTAP TSG101 blk: qHTS Assay for Iinhibitors of HIV-1 Budding by Blocking the Interaction of PTAP/TSG101; Tumor susceptibility gene 101 protein (Homo sapiens), Q99816; Fluorescence polarization, FITC-PTAP peptide / Tsg101 binding; Potency, µM (series often up to 115 µM), for the others: top-dose activity change, negative = inhibition, usual class: inhibitors; 340,000 tested, under 10 active; active = well fitted inhibition curve with a large enough effect in the main read-out, with a control signal flat, not every such curve was filed as active; inconclusive = small, poorly fitted or top-dose-only effect, or effect the other way, or a change in a side signal; inactive = no such curve, though single readings can be large or run the other way; note: potency is the fitted concentration of half-maximal effect; % of control where 0% means no effect
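Fluorescence anisotropy tracks displacement of a FITC-tagged PTAP peptide (50 nM) from the Tsg101 binding domain (10 uM), following a 20 min room-temperature incubation at pH 7.5.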
An asterisk follows results filed as active; ? = inconclusive; / = no result given; [ ] = dose if it differs, or a comment. Unless noted, calls come from the whole dose curve; as a rule, active = well fitted curve in the direction sought with a large enough effect; inconclusive = small, poorly fitted or top-dose-only effect, or another doubt; inactive = no such curve, though single readings can be large; an effect the other way counts as inactive or inconclusive.

canonical_smiles	B2AR arrestin	TCR act	BCR signal inh	ELG1 repair inh	uPA surface inh	TSHR antag	Mito fusion act	Eya2 inh	Tb PFK inh	USP2a inh	PTAP TSG101 blk
O=C(CNC(=O)c1ccccc1F)NCc1ccncc1	3.5%	9%	0%	6%	-2%	-1	/	1%	11%	-7%	0%
Cc1ccccc1-n1cc(CNC(=O)CC2C(=O)NCCN2C/C=C/c2ccccc2)cn1 (configuration not stated)	-1.0%	1%	-1%	-3%	-3%	-8	-3%	2%	3%	1%	0%
C=CCOc1c(Br)cc(C2C3=C(CCCC3=O)N(C)C3=C2C(=O)CCC3)cc1OCC	-1.0%	-8%[46.1 µM]	6%	-4%	-6%	-3	9%	-13%	-7%	-6%	2%
COCCNC(=S)N/N=C/c1ccc(OCc2ccc(C(=O)OC)cc2)cc1	-0.1%	0%[46.1 µM]	-1%	15%	-1%	9	-2%	3%	-3%	2%	-2%
O=C(Nc1ccc(Cl)cc1)Nc1ccccc1Sc1ncc([N+](=O)[O-])s1	-0.8%	2%	?	?	?	-9	12%	-2%	-11%	3%	-6%
CC(=O)c1ccc(OCCn2c(SCC(=O)O)nc3ccccc32)cc1	-0.2%	-3%	3%	-7%	11%	-6	0%	3%	1%	2%	-5%
CCC(=O)N(Cc1cc2c(C)cc(C)cc2[nH]c1=O)C1CCCCC1	0.0%	-127%	?	?	6%	4	17%	-6%	1%	-7%	-2%
COc1ccc(CN(CC(=O)NC2CCCC2)C(=O)CN2C(=O)COc3ccccc32)cc1	-0.2%	-21%	-1%	?	5%	9	-10%	4%	1%	1%	3%
Cc1ccc(C)c(N2CCN(Cc3nnnn3C3CCCCC3)CC2)c1	0.0%	4%	1%	?	15%	-5	21%	-28%	2%	2%	-2%
Nc1nc(Nc2ccccc2F)nc(NC2CCCCC2)c1[N+](=O)[O-]	-0.3%	0%	7%	?	6%	12	?	-12%	-7%	-13%	-2%
COC(=O)[C@]1(C)N[C@H](CN(C)C(=O)c2ccc(F)cc2)[C@@H]2C(=O)N(C)C(=O)[C@@H]21	-0.7%	2%	-2%	-1%	-1%	45	/	4%	-6%	-1%	-10%
O=C(Cn1c(=O)ccn(Cc2ccccc2)c1=O)Nc1cccc(S(=O)(=O)N2CCOCC2)c1	-0.1%	2%	-8%	1%	1%	5	-6%	8%	21%	1%	0%
CC1CCCN(C(=O)c2sc3cc([N+](=O)[O-])ccc3c2Cl)C1 (configuration not stated)	-0.3%	1%	8%	?	-13%	18	-4%	1%	-3%	1%	0%
O=C(Cc1ccccc1F)Nc1ccc(SC(F)F)cc1	-0.7%	4%[46.1 µM]	-23%	?	1%	-2	-3%	-5%	-1%	1%	-2%
Cc1cc(NC(=O)CSc2ncccc2C(=O)O)no1	-0.3%	-9%	9%	2%	3%	18	-3%	-2%	-3%	-6%	-5%
C/C(=N/NS(=O)(=O)c1ccccc1)c1ccc(NC(=O)C2CC2)cc1	0.5%	2%	?	-1%	5%	22	5%	-3%	1%	3%	-12%
O=C(C1=NNCC1c1ccc(Cl)cc1)C1CO1 (configuration not stated)	-0.7%	7%[46.1 µM]	?	?	?	7	13%	4%	1%	3%	-4%
CC(C)(C)OC(=O)NCc1ccc(CNC(=O)c2nc[nH]c2C(=O)N2CCN(c3ccccc3)CC2)cc1	0.1%	2%	-8%	?	3%	19	-8%	7%	5%	-1%	-6%
Cc1ccccc1-n1c(C)nc2ccccc21	0.1%	-6%	0%	9%	-5%	-7	-2%	0%	0%	1%	-7%
Cc1ccccc1NS(=O)(=O)c1cc(C(N)=O)ccc1C	-0.6%	-1%	0%	3%	-1%	-8	-1%	-14%	3%	-1%	-3%
CCC(C)(C)NC(=O)C(c1ccc(F)cc1)N(Cc1ccccc1)C(=O)c1cnccn1 (configuration not stated)	0.0%	-4%	1%	-6%	2%	9	-15%	-11%	-7%	-5%	0%
CCC(=O)Nc1cccc(NC(=O)c2ccc(C)c([N+](=O)[O-])c2)c1	-0.3%	-3%	?	0%	/	1	-3%	8%	2%	5%	-5%
CSc1nc(=S)c2[nH]c(=S)[nH]c2[nH]1	?	0%	-6%	9%	5%	-5	-5%	-3%	?	2%	-11%
COc1ccc(C2CC(c3ccccc3)=NN2c2ccccc2)c(C(=O)O)c1OC (configuration not stated)	0.2%	-14%	-18%	-3%	/	8	2%	-10%	-6%	5%	-2%
CSc1nc2ccccc2n1CC(=O)Nc1cc(C(F)(F)F)ccc1N1CCOCC1	-2.4%	-9%	-17%	-2%	10%	3	2%	-21%	7%	3%	0%
CCCCC(CCC(=O)Nc1cc([N+](=O)[O-])ccc1O)C(=O)O (configuration not stated)	-0.2%	0%	10%	14%	1%	-5	-3%	-2%	0%	1%	-3%
COc1ccccc1N1C(=O)c2ccccc2NC1c1ccc(O)cc1 (configuration not stated)	0.5%	-6%	?	?	0%	0	-1%	-7%	0%	-4%	-2%
C=CCn1c(O)c(N=NC(=O)c2ccccc2NS(=O)(=O)c2cccs2)c2ccccc21	0.5%	-2%[46.1 µM]	12%	-3%	5%	29	4%	-3%	1%	4%	-9%
COc1cccc(C(=O)C2CCCN(C/C=C/c3ccccc3OC)C2)c1 (configuration not stated)	0.7%	3%	-10%	-24%	-4%	-1	-6%	-12%	5%	-2%	-1%
CN(C)/C=C/C(=O)c1ccc(OCCN(C)c2ccccn2)cc1	0.5%	1%	-1%	3%	-11%	-1	0%	4%	0%	4%	-3%
Cc1cc2oc(C(=O)NCc3ccncc3)c(C)c2cc1C	-0.1%	-9%	?	?	-16%	13	13%	9%	1%	-1%	0%
CC(C)c1cc(NCC2CCCO2)n2c(nc3ccccc32)c1C#N (configuration not stated)	0.4%	1%	?	16µM*	1%	7	13%	-36%	-8%	0%	-5%
CCOc1ccc(C(=O)NCC(=O)OCCCOC(=O)CNC(=O)c2ccc(OCC)cc2)cc1	0.0%	-1%	-2%	-8%	2%	-10	-1%	2%	-2%	4%	-3%
COc1c(C)cc(Br)cc1C(=O)NC(=S)NCc1ccco1	-0.7%	2%	?	-7%	-19%	-46	-4%	-7%	2%	-2%	-3%
Cc1cc(C)n2cc(COc3ccccc3)nc2n1	-1.4%	0%[46.1 µM]	6%	11%	3%	2	1%	1%	0%	4%	-2%
N#C/C(=C\c1ccc(F)cc1)c1n[nH]c(Cn2cncn2)n1	0.1%	2%	?	1%	0%	4	1%	0%	3%	-1%	-6%
CC(C)CCOc1ccc(C2CC(=O)N(C)C2=O)cc1 (configuration not stated)	0.4%	-4%	?	?	1%	-9	9%	-8%	-7%	0%	-12%
O=C(CN(Cc1ccccc1)C(=O)CCC(=O)Nc1nccs1)NCc1ccc(F)cc1	-0.2%	-2%	-1%	-30%	-1%	0	0%	8%	-2%	5%	-7%
Clc1ccc(/C=N/Nc2ncnc3nc[nH]c23)cc1	-0.7%	-1%	-17%	?	4%	5	-2%	-19%	2%	-1%	-7%
Cc1cc(S(=O)(=O)NCCCN2CCOCC2)c(Cl)cc1Cl	0.3%	5%	1%	13%	-2%	-3	-3%	-6%	-1%	5%	-1%
CCCCn1c(SCN2C(=O)c3ccccc3C2=O)nc2cc(S(N)(=O)=O)ccc21	-1.1%	4%	-1%	2%	4%	-1	5%	14%	0%	-2%	-8%
COC(=O)c1ccc(OCCOc2ccccc2C)cc1	0.6%	/	0%	11%	3%	-21	0%	?	4%	-1%	-3%
